From PubChem BioAssay
HTR5A inv ctr – HTR5A inverse agonism, opioid heterodimer counter-screen | HTR5A cell line, luminescence | 340,000 compounds, 0.083% hits | P47898 | AID 504634 | inhibition, % at 9.3 µM; in the data active means inhibition mostly above about 23%, no sharp cut-off; inactive means mostly below about 18%;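 further: 0% = cells with DMSO and 100% = no-cell wells with DMSO; some compounds called inactive have numbers as strong as hits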
E coli growth – bacterial growth inhibition, counter-screen for AddAB inhibitors; E. coli V3065 growth, OD600 absorbance, 18 h; inhibition, % at 11.9 µM; 330,000 compounds, 0.27% hits; AID 449728;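 active means inhibition above the campaign's mean inhibition across all tested compounds plus 3 SD, cut at about 9.9% in these data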;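 further: uninfected addAB+ strain grown without phage in ampicillin broth; 0% = DMSO wells and 100% = ciprofloxacin 0.95 µg/ml wells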
SUMO Mot1 rescue – inhibitors of SUMOylation pathway: yeast Mot1-301 growth rescue. S. cerevisiae Mot1-301 growth rescue, ATP luminescence, 38.5C; percent above DMSO median, 100 means doubled. AID 2716. growth rescue, % at 18.8 µM. 320,000 compounds, 1% hits;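 active means every valid replicate shows activation above 250% relative to neutral control wells; inactive means the rest, any valid replicate at or below 250%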;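 further: OY570 slx delta 5 strain wells were the positive control but not used for scaling; some compounds called inactive have numbers as strong as hits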
HTR5A ag ctr – HTR5A agonism, opioid heterodimer counter-screen | P47898 | HTR5A agonist assay, luminescence, cell-based | activation, % at 9.3 µM | 340,000 compounds, 0.61% hits | AID 504692; in the data active means activation mostly above about 9.5%, no sharp cut-off; inactive means mostly below about 7.6%;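 further: 0% = cells with vehicle only and 100% = reference agonist; strong numbers were not always called active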
MOR-DOR inv ag – inverse agonists of human mu-delta opioid receptor heterodimerization; inhibition, % at 9.3 µM; 340,000 compounds, 0.21% hits; P35372+P41143; AID 504357; cell-based MOR-DOR heterodimer luminescence, inverse agonism; in the data active means inhibition above about 22%, passing the limit was not always enough;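 further: 0% = cells with DMSO and 100% = wells without cells with DMSO; values of inactives mirror those of a sister screen read the other way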
AddAB inh – less growth of phage-infected E. coli with AddAB. inhibition, % at 11.9 µM. AID 435030. E. coli expressing H. pylori AddAB, absorbance growth. 330,000 compounds, 0.29% hits; in the data active means inhibition above about 12%;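 further: 0% = vehicle wells of infected cells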
PfHsp90 set2 – growth inhibition of yeast expressing Plasmodium Hsp90; S. cerevisiae expressing PfHsp90, BacTiter-Glo ATP, 48 h; yeast lacking PDR1 and PDR3 efflux regulators; inhibition, % at 9.4 µM; 310,000 compounds, 0.32% hits; AID 504621;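 active means every replicate shows inhibition above about 80%, whatever the replicate mean, limit read from the data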;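 further: 0% = DMSO neutral controls and 100% = 20 µM radicicol positive controls; yeast relying on Plasmodium falciparum Hsp90 in place of its own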
PKA-R1A act – activates the PKA-R1A holoenzyme complex; P00514+P68181; PKA-R1A dissociation, Cy5-IP20 fluorescence polarization; scaled: DMSO 0%, 113 µM cGMP 100%; activation, % at 11.4 µM; 340,000 compounds, 0.083% hits;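 active means percent activation above the mean of all tested compounds plus 3 SD, cut at about 19% in these data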;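 further: higher means more PKAc released from R1A so a rise in polarization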
phage Ecoli inh – E. coli growth loss with phage present; AID 651602; growth absorbance; 360,000 compounds, 0.26% hits; inhibition, % at 11.9 µM; in the data active means inhibition above about 11%
Pemphigus Ab inh – inhibitors of pemphigus antibody binding to human desmoglein-3 | 310,000 compounds, 0.48% hits | P32926 | binding (percent of control), % at 10 µM | DSG3-coupled beads, scFv-anti-DSG3-GFP binding, flow cytometry; active compounds read low;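 active means binding more than 3 SD below its plate's average and above zero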;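 further: hits lower antibody fragment binding to DSG3; some compounds called inactive have numbers as strong as hits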
Target sequence (P32926 whole entry, looked up, the tested form may be a part): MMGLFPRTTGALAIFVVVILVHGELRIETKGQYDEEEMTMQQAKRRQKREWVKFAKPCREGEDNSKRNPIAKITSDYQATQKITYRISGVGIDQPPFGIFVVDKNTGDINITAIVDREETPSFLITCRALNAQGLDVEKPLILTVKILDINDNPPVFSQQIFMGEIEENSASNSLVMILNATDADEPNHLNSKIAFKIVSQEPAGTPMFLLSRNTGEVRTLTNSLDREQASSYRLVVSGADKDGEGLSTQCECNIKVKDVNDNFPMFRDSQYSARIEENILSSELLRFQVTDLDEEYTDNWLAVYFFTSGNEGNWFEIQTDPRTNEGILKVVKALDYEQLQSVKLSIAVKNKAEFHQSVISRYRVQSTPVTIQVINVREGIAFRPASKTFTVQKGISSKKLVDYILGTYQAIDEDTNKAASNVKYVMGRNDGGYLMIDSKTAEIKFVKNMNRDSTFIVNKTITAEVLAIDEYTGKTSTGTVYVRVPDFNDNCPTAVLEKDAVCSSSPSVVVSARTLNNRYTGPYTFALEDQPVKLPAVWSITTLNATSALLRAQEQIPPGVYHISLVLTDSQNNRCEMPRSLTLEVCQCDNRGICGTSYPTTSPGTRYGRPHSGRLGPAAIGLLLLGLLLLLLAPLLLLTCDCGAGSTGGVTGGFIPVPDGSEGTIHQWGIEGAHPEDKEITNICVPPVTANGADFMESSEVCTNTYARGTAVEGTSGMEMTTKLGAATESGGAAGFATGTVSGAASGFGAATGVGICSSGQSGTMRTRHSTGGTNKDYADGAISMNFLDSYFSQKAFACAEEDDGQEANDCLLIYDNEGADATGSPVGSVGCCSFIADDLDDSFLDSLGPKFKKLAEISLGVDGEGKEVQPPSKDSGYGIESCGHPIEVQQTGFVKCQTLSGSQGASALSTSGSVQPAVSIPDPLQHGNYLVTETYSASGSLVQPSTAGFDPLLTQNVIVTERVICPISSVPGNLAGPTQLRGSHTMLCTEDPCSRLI
OPRM1-OPRD1 ag – agonists of human mu-delta opioid receptor heterodimerization. cells, OPRM1-OPRD1 heterodimerization, luminescence. activation, % at 9.3 µM. 340,000 compounds, 0.3% hits. AID 504326; in the data active means activation above about 18%;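 further: 0% = vehicle-treated cells and 100% = reference agonist; values of inactives mirror those of a sister screen read the other way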
Numbers without * were called inactive; / = no result given.

SMILES	HTR5A inv ctr	E coli growth	SUMO Mot1 rescue	HTR5A ag ctr	MOR-DOR inv ag	AddAB inh	PfHsp90 set2	PKA-R1A act	phage Ecoli inh	Pemphigus Ab inh	OPRM1-OPRD1 ag
COc1ccccc1-c1ccc(=O)n(CC(=O)NCC2CCCO2)n1 (configuration not stated)	31	0.8	5	0	-4	1.9	15	-5	-0.7	/	0.8
Cc1ccc(C(=O)NNC(=O)CCC(=O)Nc2cc(C)on2)cc1	16	-1.1	-6	-5	6	1.1	2	-8	-2.4	104	-1.0
O=C(c1ccc(Cl)cc1Cl)C1(n2cncn2)Oc2ccccc2C1O (configuration not stated)	-15	-0.5	143	3	10	0.8	/	2	4.6	110	-1.7
Cc1ccc(S(=O)(=O)N(CCC(=O)O)Cc2ccc(Cl)cc2)cc1	7	-0.4	-18	3	10	-1.1	-26	3	-1.4	106	-1.7
Cc1cccc(C)c1NC(=S)/C(=C(\[O-])c1cccs1)[n+]1ccccc1	-7	0.3	-10	3	14	0.4	14	-5	2.6	112	-2.7
COc1ccc(N(Cc2cc(=O)[nH]c3ccccc23)C(C)=O)cc1	-3	0.7	-7	1	8	-0.7	-11	-6	1.9	100	-1.3
CCCCNC(=O)c1sc(=S)n2c1[nH]c(=O)c1ccccc12	-23	1.6	9	0	16	2.5	-1	-1	4.4	105	-3.1
CCc1cccc(C)c1NC(=O)c1cc(C)oc1C	-6	-0.2	-2	0	18	0.8	12	-14	/	/	-3.4
S=C(NCc1ccccc1)C(=S)NCc1ccccc1	-9	/	/	2	1	/	-56	-1	1.9	/	-0.2
CC(C)OP(=O)(OC(C)C)C(Nc1ccccc1)c1ccc2c(c1)OCO2 (configuration not stated)	-9	2.2	6	-1	9	1.1	17	-8	2.9	85	-1.9
O=C(/C=C\c1ccccc1)Nc1nccs1	-10	-2.4	5	3	17	2.1	62	-11	2.7	104	-3.2
Cc1ccc(-c2cc(C(=O)Nc3cc(C)ccc3C)[nH]n2)c(O)c1	19	-1.3	-4	4	-9	0.7	-83	2	1.8	101	1.4
CCOC(=O)c1ccc(NC(=O)N2CCc3ccccc3C2)cc1	9	-0.3	24	1	16	-0.5	8	-4	2.9	/	-3.0
O=C(CCc1nc2ccccc2c(=O)[nH]1)Nc1nnc(SCc2ccccc2)s1	0	0.8	2	0	18	-0.3	-40	-6	3.8	98	-3.4
O=C(NCc1ccccn1)c1ccc(-c2ccccc2)cc1	6	2.5	1	-2	-1	3.2	6	0	4.7	100	0.2
O=C(Nc1c(C(=O)N2CCOCC2)cnn1-c1ccccc1)c1cccc(F)c1	3	-1.1	-13	-1	3	4.2	-3	-3	-1.3	114	-0.6
COc1cccc(C(=O)NC2=NCCS2)c1OC	-25	3.5	50	-5	11	0.0	22	13	1.6	/	-2.0
N=C1C(c2nc(-c3ccc(Cl)cc3)cs2)=C(O)CN1NC(=O)c1ccc(O)cc1	4	-0.3	0	1	4	-1.0	-1	5	2.5	90	-0.9
O=C(CSc1ccc(-c2ccco2)nn1)NCc1ccc(F)cc1	-8	-0.5	-15	0	10	3.2	6	2	3.7	97	-2.0
Cc1nc(Nc2ccccc2)sc1C(=O)c1ccc(F)cc1	-13	-1.6	22	3	-25	1.0	0	1	-0.2	106	5.2
Cc1ccc2nc(-c3ccccc3)cc(C(=O)N3CCc4ccccc4C3)c2c1	0	0.3	-17	1	-43	1.8	/	-3	1.8	121	7.6
Cc1cc(NC(=O)c2cc3ccccc3o2)cc(C)c1OCC(=O)N1CCOCC1	3	1.6	-16	-1	-2	3.3	4	0	0.5	107	0.3
CCCc1cc(=O)[nH]c2nnc(SCC(=O)Nc3nnc(SCC)s3)n12	-1	-0.6	-5	0	19	-1.4	/	-2	4.9	103	-3.0
O=c1[nH]c(CN2CCN(Cc3ccc4c(c3)OCO4)CC2)nc2ccccc12	-17	2.9	20	-3	3	1.9	14	3	0.9	121	-0.7
O=C(c1ccccc1F)N1CCN(Cc2ccc3c(c2)OCO3)CC1	13	-0.3	8	3	8	2.1	-8	-2	1.6	111	-1.6
CC(C)CCn1c(Oc2ccc(Cl)cc2)nc2c1c(=O)n(C)c(=O)n2C	-5	-0.6	/	4	-35	-1.6	4	-9	0.7	95	6.0
O=C(C[n+]1ccc2ccccc2c1)c1ccc(NC(=O)c2ccccc2)cc1	9	2.7	-12	1	15	5.4	-7	0	5.7	85	-3.0
COc1cc(-c2nnc(SCC(=O)N3CCOCC3)o2)cc(OC)c1OC	-15	2.6	130	-3	3	4.4	0	-2	1.2	95	-0.4
COc1cccc(C(=O)NCC(=O)N/N=C/c2c(C)[nH]c3ccccc23)c1	-22	2.3	1	5	4	5.6	-9	-12	1.0	97	-0.8
Cc1ccc(OCC(=O)Nn2cnc3ccccc32)cc1	-8	0.2	11	2	13	5.6	1	1	2.5	/	-2.6
Cc1cc(NC(=O)C(C)SCC(=O)OCc2ccc(Cl)cc2Cl)no1 (configuration not stated)	0	-0.3	5	0	-23	2.7	-12	9	3.9	108	6.0
Cn1c(=O)c(C(=O)CN2CCN(S(=O)(=O)c3ccccc3)CC2)c(N)n(Cc2ccccc2)c1=O	-23	-0.6	-24	6	13	3.8	3	0	1.2	101	-2.5
C/C(=N\NC(=O)CN1CCOCC1)C(C)(C)C	6	0.4	7	4	-5	2.4	13	10	3.0	106	0.8
CCn1nnnc1SCC(=O)NC1CCCC1	-20	-1.7	4	8	8	0.7	-8	-5	0.7	98	-1.5
Cc1ccccc1NC(=S)N1CCCN(Cc2ccc(F)cc2)C1	-7	-0.8	-14	2	4	0.8	14	-7	3.1	99	-0.8
Cc1cccc2sc(NNC(=O)c3ccc(S(=O)(=O)N4CC(C)CC(C)C4)cc3)nc12 (configuration not stated)	-43	3.0	8	15*	-133	4.5	73	5	4.2	84	23*
Cc1cc(C)c(S(=O)(=O)NCc2nc3nc(C)cc(C)n3n2)c(C)c1	17	-0.8	6	-6	4	1.9	20	0	1.6	109	-0.7
C=CCSC1=Nc2sccc2C2=NC(=O)CN12	-2	1.4	9	-1	15	1.9	-15	3	-1.6	100	-3.2
CCCn1c(=O)c(C(=O)NNC(=O)c2ccccc2[N+](=O)[O-])c(O)c2ccccc21	2	3.2	-2	-1	-3	7.3	/	6	4.7	/	0.5
Cc1c(Cl)c([N+](=O)[O-])nn1Cc1ccc(C(=O)N/N=C\c2cc(Cl)ccc2O)o1	-29	6.5	16	13*	-19	11	/	2	3.3	101	3.8
CCOC(=O)C1=C(C)NC(C)=C(C(=O)OCC)C1c1ccc(C)o1	-21	0.8	23	-1	19	4.5	4	-17	-0.2	115	-3.8
CC(=O)OC(C(=O)NC1CCCCC1)c1cccc(F)c1 (configuration not stated)	13	-1.4	4	-1	17	1.1	3	-3	-0.1	103	-3.5
Cc1cc(C)n2nc(C(=O)OCC(=O)c3ccccc3)nc2n1	4	0.0	-22	-1	11	1.4	2	-11	1.9	95	-2.3
COc1ccc(C(=O)Nc2ccc3c(c2)n(C)c(=O)n3C)cc1OC	-12	1.4	3	-3	8	3.1	13	10	2.8	96	-1.7
CCOC(=O)c1oc2c(CN3CCN(C)CC3)c(O)ccc2c(=O)c1-c1ccc(Br)cc1	-3	-2.9	6	1	13	-0.5	-18	7	1.8	96	-2.1
CCCCCCCCCC[N+](C)(C)CC/C=C1/c2ccccc2Sc2ccc(Cl)cc21	2	2.3	72	-1	-46	0.1	106*	-7	/	104	9.0
Cn1c(SCC(=O)c2ccc(F)cc2)nnc1-c1ccccn1	-27	-0.2	-1	3	10	6.2	-15	-1	-0.8	104	-2.0
O=[N+]([O-])c1cccc(/C([O-])=C(/C(=S)Nc2ccccc2F)[n+]2ccccc2)c1	4	-4.2	-21	2	5	-3.8	8	-3	-0.6	107	-0.9
NNC(=O)c1cnn(Cc2ccccc2)c1N	-28	-2.9	1	-1	1	-1.4	-72	1	1.2	105	-0.2
COC(=O)C1=C(C(=O)c2ccccc2)C(c2ccc(O)c(OC)c2)n2nnnc2N1 (configuration not stated)	-8	0.5	0	-8	14	1.9	-16	4	-1.1	107	-2.4
Later entries:
SMILES	HTR5A inv ctr	E coli growth	SUMO Mot1 rescue	HTR5A ag ctr	MOR-DOR inv ag	AddAB inh	PfHsp90 set2	PKA-R1A act	phage Ecoli inh	Pemphigus Ab inh	OPRM1-OPRD1 ag
CSc1ccc(CN2CCC(CO)(Cc3ccc(Cl)cc3)CC2)cc1	-11	2.8	3	4	-41	2.8	0	-3	3.8	101	7.8
O=C(Nc1ccc(O)cc1)c1cccc(Oc2ccc([N+](=O)[O-])cc2)c1	8	1.5	2	0	-1	1.6	-8	0	3.0	91	0.2
Cc1ccc(C(=O)NCC(=O)OCC(=O)c2ccc3c(c2)OCCO3)cc1C	2	0.1	197	0	7	-0.1	15	0	2.5	82	-1.3
CCCCn1c(N)c(N(CCOC)C(=O)c2c(-c3ccccc3)noc2C)c(=O)[nH]c1=O	20	0.2	16	-8	17	-1.2	/	2	3.2	102	-3.4
Cc1ccc(S(=O)(=O)N(C)C)cc1NC(=O)COC(=O)CNC(=O)C12CC3CC(CC(C3)C1)C2	-2	0.7	-11	1	8	-0.5	10	5	-0.2	100	-1.4
CCCOC(=O)c1[nH]c2c(c1C)C(=O)CC(c1cccs1)C2 (configuration not stated)	-11	-6.0	4	2	-40	0.6	-69	4	1.9	109	6.6
O=C(CN1CC(c2ccccc2)CC1=O)Nc1ccc2c(c1)OCO2 (configuration not stated)	-36	-2.4	-9	14*	0	0.9	-11	3	1.2	105	0.0
COc1ccc(/C=C2\SC(=S)N(CCCC(=O)NNC(=O)c3ccccc3O)C2=O)cc1	-4	0.4	18	2	13	4.8	4	-12	6.1	101	-2.5
N#Cc1ccccc1S(=O)(=O)N1CCN(C(=O)C2CCC2)CC1	19	1.7	-10	1	6	-1.6	-31	4	2.4	105	-0.9
O=[N+]([O-])c1cc2c(cc1/C=N/n1c(-c3ccccc3)n[nH]c1=S)OCO2	0	-2.4	-6	0	6	-0.6	-12	-1	3.4	97	-0.9
C=CC[C@@H](CC(=O)OC(C)(C)C)C(=O)OC[C@@H]1CCCN1C(=O)[C@@H](CC=C)CC(=O)N[C@@H](CO)Cc1ccccc1	-4	-0.4	-4	-3	4	1.6	13	-7	2.0	105	-0.7
COc1ccc(C(=O)NC(=S)N2CCCCC2)cc1[N+](=O)[O-]	-28	-0.8	-12	8	17	0.3	-29	-4	0.5	102	-3.3
Cc1cccc(C)c1NC(=O)CNC(=O)C(Cc1ccccc1)NC(=O)c1ccccc1 (configuration not stated)	-46	0.7	-2	13*	3	0.0	-18	7	1.9	126	-0.5
